# MC4R ag barr – human MC4R agonism via beta-arrestin | P32245 | U2OS MC4R beta-arrestin complementation, luminescence; percent of melanotan II response, DMSO zero | activation, % at 8.9 µM | 360,000 compounds, 0.98% hits | AID 540308;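 active = activation above a per-plate cutoff, the mean activation of sample wells on that plate plus 3 SD, cut at about 8% in these data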
# ABCB6 inh MLPCN – inhibitors of human ABC transporter ABCB6. Q9NP58. K562-ABCB6 porphyrin accumulation, flow cytometry, 1 h; hits give low values. fluorescence ratio to DMSO, % at 10 µM. 360,000 compounds, 0.19% hits. AID 602162;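 active = fluorescence ratio to DMSO below 75%, the collection mean minus 3 SD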;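 note: signal is porphyrin accumulated inside mitochondria; 100% equals median channel fluorescence of DMSO control wells; lower ratio means ABCB6 inhibition with less porphyrin fluorescence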
# Target sequence (Q9NP58 whole entry, looked up): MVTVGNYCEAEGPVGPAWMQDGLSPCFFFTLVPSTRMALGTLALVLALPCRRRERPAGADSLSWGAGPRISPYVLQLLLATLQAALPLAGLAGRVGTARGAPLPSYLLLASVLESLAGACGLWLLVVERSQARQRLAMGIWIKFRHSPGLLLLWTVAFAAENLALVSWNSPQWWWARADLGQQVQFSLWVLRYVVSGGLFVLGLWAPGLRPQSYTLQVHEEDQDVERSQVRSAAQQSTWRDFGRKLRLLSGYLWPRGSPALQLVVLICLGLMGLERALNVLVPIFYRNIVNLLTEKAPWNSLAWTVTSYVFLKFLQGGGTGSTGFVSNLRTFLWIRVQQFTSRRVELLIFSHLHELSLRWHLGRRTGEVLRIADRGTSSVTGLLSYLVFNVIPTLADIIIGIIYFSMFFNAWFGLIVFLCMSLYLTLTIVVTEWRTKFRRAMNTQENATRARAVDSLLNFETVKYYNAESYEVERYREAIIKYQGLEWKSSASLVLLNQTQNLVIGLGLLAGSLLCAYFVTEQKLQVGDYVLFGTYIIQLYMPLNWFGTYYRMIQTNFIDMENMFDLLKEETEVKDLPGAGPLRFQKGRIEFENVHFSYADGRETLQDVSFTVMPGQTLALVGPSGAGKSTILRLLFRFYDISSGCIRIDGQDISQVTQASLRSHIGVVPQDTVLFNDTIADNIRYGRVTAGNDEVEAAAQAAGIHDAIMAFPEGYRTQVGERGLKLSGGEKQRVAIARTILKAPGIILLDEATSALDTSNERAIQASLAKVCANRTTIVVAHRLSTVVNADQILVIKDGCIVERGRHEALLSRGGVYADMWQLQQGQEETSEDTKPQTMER
# NOD2-RIPK2 inh – NOD2-RIPK2 protein interaction inhibition; 360,000 compounds, 0.38% hits; inhibition, % at 4.98 µM; CHO BLA complementation NOD2-RIPK2, CCF4 ratio; AID 624267; in the data active = inhibition above about 21%;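 note: 0% = vehicle only and 100% = reference blocker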
# SRC2 inh – inhibits human steroid receptor coactivator 2; HEK293 GAL4-SRC2 luciferase reporter, luminescence; Q15596; inhibition, % at 9 µM; 370,000 compounds, 0.17% hits;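 active = inhibition above the mean inhibition of all tested compounds plus 3 SD, set per campaign, cut at about 52% in these data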;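 note: 0% = DMSO treated cells and 100% = cells given Gossypol at 36 µM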
# H9c2 protect – modulators protecting cardiomyocytes from myocardial damage; 360,000 compounds, 0.63% hits; protection from H2O2 cell death, % at 20 µM; H9c2 cardiomyocytes, H2O2 injury protection, ATPLite, 2 h;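 active = compounds giving at least 50% protection of heart cells from peroxide-induced death in the single-dose screen, raw or plate-pattern-corrected value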;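 note: 0% = DMSO wells with peroxide and 100% = DMSO wells without peroxide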
# ABHD5 PLIN5 PPI – blocks binding of human ABHD5 to perilipin-5; Q00G26+Q8WTS1; Split G. princeps luciferase complementation, luminescence, 4 h; inhibition, % at 4 µM; 360,000 compounds, 0.78% hits; AID 602281;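 active = inhibition above the mean inhibition across every tested compound plus 3 SD, cut at about 22% in these data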;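 note: 0% = DMSO only wells and the 100% control is not disclosed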
# m5-HT2A agonist – activates the mouse 5-HT2A serotonin receptor; activation, % at 7.6 µM; 360,000 compounds, 0.66% hits; CHO-K1 mHTR2A beta-arrestin complementation, luminescence; percent of 30 µM serotonin response; P35363;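 active = activation above a run cutoff, the mean activation of all tested compounds plus 3 SD, cut at about 14% in these data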;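 note: 0% = plate median of compound wells and 100% = 30 µM serotonin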
# TLR9-MyD88 block – blocks human TLR9 binding to MyD88 | CHO BLA complementation TLR9-MyD88, CCF4 FRET ratio | AID 504734 | inhibition, % at 4.98 µM | Q9NR96+Q99836 | 340,000 compounds, 0.21% hits;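 active = inhibition above the mean over all tested compounds plus 3 SD, cut at about 21% in these data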;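 note: 0% = DMSO only wells and 100% = clavulanate BLA inhibitor control wells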
# MC4R antag cAMP – blocks human MC4R cAMP signaling | P32245 | MC4R-expressing cells, MTII-stimulated cAMP, LANCE TR-FRET | inhibition, % at 6.5 µM | 360,000 compounds, 0.48% hits;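 active = inhibition above its plate's cutoff, the mean of tested wells on that plate plus 3 SD, cut at about 29% in these data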;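 note: 0% = Melanotan II alone and 100% = Melanotan II plus saturating MCL0020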
#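 system = U2OS cells with stable human MC4R expression | also added = Melanotan II challenge after compound preincubation | dosing = one concentration, 6.5 µM nominal | incubation = compound 30 min, challenge 1 h, detection 1 h | measured by = TR-FRET with Eu-cAMP and labeled anti-cAMP, 671 nm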
# Glyco luc inh – blocks N-linked glycosylation in D54 reporter cells | D54 ERlucT glycosylation luciferase reporter, 24 h; percent of 100 nM tunicamycin response | reporter increase, % at 12.5 µM | 360,000 compounds, 0.23% hits | AID 588692;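 active = mean luciferase reporter signal, scaled so untreated is 0 and the glycosylation-blocking control 100, at or above a set limit in every replicate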;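 note: luciferase carries N-glycosylation sites so blocking glycosylation raises the light; 0% = median of neutral control wells and 100% = median of 100 nM tunicamycin wells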
# * = called active by the depositor; nt = not tested or not shown.
SMILES,MC4R ag barr,ABCB6 inh MLPCN,NOD2-RIPK2 inh,SRC2 inh,H9c2 protect,ABHD5 PLIN5 PPI,m5-HT2A agonist,TLR9-MyD88 block,MC4R antag cAMP,Glyco luc inh
O=C1CCC[C@@H]2C[C@@]3(C[C@@H]4CCN1[C@H]24)Nc1cc([N+](=O)[O-])ccc1NC3=NC1CCCCC1,-1.2,113,10,-2,2,-11,-1,-4,2,1
O=S(=O)(Cc1ccc(Cl)cc1)N1CCCCCC1,-3.1,97,0,-8,-3,1,1,1,13,-2
C/C(CC1(O)C(=O)Nc2ccccc21)=N\O (configuration not stated),-0.4,96,-19,-14,2,9,3,-6,3,2
COc1cc(/C=C/C(=O)Nc2cccc(S(=O)(=O)NC3=NCCCCC3)c2)ccc1OCC#N,-1.6,90,-23,-16,7,1,-2,5,18,-1
COc1ccc2c(c1)CCC1C2CCC2(C)C(O)C(=O)CC12 (configuration not stated),-0.8,105,-8,-7,7,3,-3,7,1,-2
NC(=S)N/N=C/c1ccc2ccccc2c1,-2.9,101,-1,-19,-5,0,2,4,5,5
CCN(CC)C(=O)Cn1cc(SCC(=O)NC2CCCC2)c2ccccc21,1.7,98,2,6,0,-6,1,-13,20,1
Cc1ccccc1C(=O)N1CCN(c2ccc(NC(=O)c3ccc([N+](=O)[O-])o3)cc2)CC1,-1.9,101,2,12,-24,8,-1,-1,-3,-12
CC(SC(C)C(=O)NN=Cc1c[nH]c2ccccc12)C(=O)NN=Cc1c[nH]c2ccccc12 (configuration not stated),-1.2,102,1,-23,5,-5,-3,-23,7,2
O=C(c1cc(C2CC2)nn1-c1ccccc1)N1CCN(S(=O)(=O)c2c(F)cccc2F)CC1,1.0,95,-2,0,2,0,-8,4,10,-3
CC(=O)N1c2ccc(S(=O)(=O)N3CCC(C(=O)NCc4ccc(Cl)cc4)CC3)cc2CC1C (configuration not stated),1.6,96,-10,-4,-4,2,3,-14,-1,-1
Cc1ccc(S(=O)(=O)Nc2ccc(N3CCOCC3)cc2)cc1[N+](=O)[O-],-1.4,99,-3,-11,-2,9,3,-10,-7,-1
O=C(Nc1nc(-c2ccccc2)cs1)C1CCCO1 (configuration not stated),2.3,99,-11,-31,0,-1,0,-5,8,1
CCN(CC)CCCNC(=O)c1cc2c(Cl)nc3ccccc3c2s1,5.3,100,-10,-45,18,8,-2,1,-3,2
Cc1nn(-c2ccc(Cl)cc2)c(Cl)c1/C=N/NC(=O)c1ccc(NS(=O)(=O)c2cccs2)cc1,1.6,97,-7,1,4,10,-5,0,16,1
COc1ccc(N2CCN(C(=O)C3CCN(C(=O)c4ccccc4Cl)CC3)CC2)cc1,0.0,103,-10,11,-5,-4,-5,-1,13,-1
Cc1sc2ncnc(SCc3ccc(C(=O)O)cc3)c2c1C,-1.2,89,3,-12,0,5,-3,4,6,1
O=C(NCCc1ccc(F)cc1)C1CCC(=O)N(CC2CCCCC2)C1 (configuration not stated),-0.3,93,8,-8,-4,-7,-1,-1,-7,0
O=C1CC(c2ccco2)CC2=C1C=Nc1ccccc1N2 (configuration not stated),-1.1,98,-2,-9,-4,8,3,2,8,-3
O=C(NCc1ccccc1)C1=C[C@@H](c2ccc3c(c2)OCO3)C[C@@H](OCCCCO)O1,-1.4,97,-10,9,0,2,2,8,7,-2
COc1ccccc1NC(=O)C(C)OC(=O)c1cccc(-n2cnnn2)c1 (configuration not stated),-1.2,95,-4,-2,1,1,5,-9,8,0
Cc1ccc(C)c(N(C)C(=O)c2ccc3c(=O)n4c(nc3c2)CCCCC4)c1,1.2,106,0,0,2,5,-5,4,11,3
COCCNc1nc(N)c([N+](=O)[O-])c(NCc2ccccc2)n1,-3.3,95,-2,15,3,2,0,-7,-9,-3
COc1ccc(CCNC(=O)CN2CCC(n3nnc4cc(F)ccc43)CC2)cc1OC,-3.1,102,-13,8,3,3,-7,-4,15,-3
COC(=O)/C=C1\OCc2cc(C)ccc21,nt,nt,3,-9,nt,-2,2,nt,nt,nt
CC(C)OC(=O)CSc1ncnc2c1cnn2-c1ccccc1,4.4,97,4,-35,-9,-5,6,-2,1,2
Cc1ccc(S(=O)(=O)N2[C@@H](c3ccccc3)C(C(=O)O)=CC[C@H]2c2ccc(Cl)cc2)cc1,-0.4,101,-2,-4,-2,-5,3,1,5,-1
O=P(Cc1cc(Br)cc(Br)c1OCCO)(c1ccccc1)c1ccccc1,0.2,89,-17,-4,10,-3,2,-4,-3,0
COC(=O)c1ccccc1OC(=O)c1ccc(Br)o1,-1.2,101,8,-17,0,1,0,-13,1,-2
CCOc1ccc(NS(=O)(=O)c2cc3c4c(c2)C(C)C(=O)N4CCC3)cc1 (configuration not stated),0.6,96,6,-14,-5,1,3,13,4,0
CCOC(=O)C(CC)/C(C)=N/NC(=O)c1ccccc1[N+](=O)[O-] (configuration not stated),-2.1,100,-7,-8,-1,-4,0,-6,-1,0
CC(=O)NC(C(=O)c1ccccc1)N1CCCCC1 (configuration not stated),-1.0,92,-9,-19,16,6,1,11,4,2
O=C(N/C(=C/c1cccnc1)C(=O)N1CCOCC1)c1ccco1,-1.6,96,-1,-9,0,-1,2,2,3,4
CCOc1ccccc1CN1CCN(Cc2nc3ccccc3s2)CC1CCO (configuration not stated),5.0,117,-9,-20,17,14,-2,4,0,0
COC(=O)CCCC1=CC2=CC(=O)C(C)(OC(=O)c3cccs3)C(=O)C2=CN1c1cccc(C#N)c1 (configuration not stated),-0.2,98,-4,nt,9,-9,1,-14,-3,0
CN(CC(=O)Nc1ccc(F)cc1)C(=O)CCc1nc2sc3c(c2c(=O)[nH]1)CCCC3,0.3,96,1,-8,32,-5,4,2,-5,0
CCOC(=O)/C=c1\s/c(=C\c2ccc(C(F)(F)F)cc2)c(=O)n1CC(=O)NCc1ccco1,2.0,104,-8,14,2,5,0,0,26,-1
O=C(Nc1ccc2c(c1)OCO2)c1cccc2c1C(=O)N(Cc1cccnc1)C2,-0.3,98,-2,-14,12,5,-4,-8,13,-2
O=C(CN1CCN(C(=O)N2CCCCC2)CC1)Nc1ccc(F)cc1,-1.0,98,9,-35,0,-8,1,-6,-3,2
CCOc1ccc(NC(=O)CSc2nc3ccccc3c(=O)n2CCNC(C)=O)cc1,-2.4,96,-7,-15,5,6,4,1,13,0
Cc1ccc2nc(Cl)c(C#N)cc2c1,-1.4,107,6,-18,-5,-4,2,-1,0,1
COc1ccc(C(=O)Nc2ccc(C)cn2)c(OC)c1,-2.6,95,6,56*,-20,2,3,5,1,-23
O=C(COC(=O)CNS(=O)(=O)c1ccc(F)c(F)c1F)Nc1ccc(OC(F)F)cc1,-2.8,102,4,-30,1,-6,1,-4,29*,2
Cc1ccccc1-c1nnc(SC(C)C(=O)NC2CCCC2)o1 (configuration not stated),-0.9,101,-12,13,-4,-2,2,5,-2,-1
C=CCNc1ncnc2c1ncn2[C@H]1CN(Cc2cccs2)C[C@@H](CO)O1,0.2,102,4,-4,1,-4,0,nt,8,0
Cc1sc(NC(=O)c2ccco2)c(C(=O)c2ccc(Cl)cc2)c1C,-2.5,96,17,-21,-10,-9,-2,-1,4,-3
O=c1c2ccccc2nnn1-c1ccc(Br)cc1,5.2,98,-2,-41,-6,-7,10,0,20,2
CC12CN(S(=O)(=O)c3ccccc3)CC(C)(CN(S(=O)(=O)c3ccccc3)C1)C2,-1.3,92,-10,-3,0,1,-1,3,-3,-2
CCCOc1ccc(/C=C2/C(=O)ON=C2C)cc1OCC,-2.9,100,-1,-3,2,3,-4,-6,-9,7
COc1ccc(CNC(=O)C2CCN(S(=O)(=O)N3CCOCC3)CC2)cc1,0.2,100,-6,4,10,1,-5,-3,11,2
# Going on with the list:
SMILES,MC4R ag barr,ABCB6 inh MLPCN,NOD2-RIPK2 inh,SRC2 inh,H9c2 protect,ABHD5 PLIN5 PPI,m5-HT2A agonist,TLR9-MyD88 block,MC4R antag cAMP,Glyco luc inh
CC(C)(C)OC(=O)C[C@H]1C/C=C\C[C@H](CC(=O)NCCO)C(=O)N[C@@H](Cc2ccccc2)COC1=O,1.6,95,-9,-14,25,-5,6,-5,8,-1
O=C(Nc1ccc(Oc2ccccc2)cc1)c1csc([C@@H]2O[C@H](CO)[C@@H](O)[C@H]2O)n1,-1.7,95,-5,28,-10,5,3,nt,7,-1
O=C(c1cccc(F)c1)N1CCc2ccccc2C1,0.0,95,-1,-16,4,0,0,-4,1,nt
Cc1cc(/C=C(/C#N)C(=O)O)c(C)n1CCC(C)C,-2.0,101,9,-11,-2,5,3,2,9,0
O=C(Nc1cc(Cl)ccc1N1CCCC1)C1=NN(c2ccccc2)C(=O)CC1,-0.6,101,-1,8,-9,-7,1,4,11,4
CCOC(=O)C1=CCN(S(=O)(=O)c2cccc(Cl)c2)C1c1ccc(C)cc1 (configuration not stated),nt,104,-17,6,-2,1,-4,nt,nt,-1
O=C(Nc1ccc(Cl)cc1)Nc1nc(-c2ccccc2O)cs1,3.0,92,1,31,-24,-18,14*,3,15,-1
OC(CN1CCOCC1)CN(c1ccccc1)c1ccccc1 (configuration not stated),-0.4,98,2,-13,4,-1,1,-13,4,0
O=C(CSc1nnc(-c2cccs2)o1)c1cccs1,-0.9,99,-1,-48,0,-3,-3,-5,7,-2
CCOC(=O)C1CCN(Cc2ccc3ccccc3c2)CC1,-1.3,100,-1,19,-4,5,-4,3,-1,1
O=C(O)c1ccc(C2NCC(c3ccccc3Cl)c3c2[nH]c2ccccc32)cc1 (configuration not stated),-1.9,100,-9,-17,-3,3,-2,7,7,1
CN(C)CCNC(=O)CN1C(=O)COc2ccc(C(C)(C)C)cc21,-0.7,99,-1,-8,-4,2,-2,-16,10,0
CCN(CC(=O)NC1CCS(=O)(=O)C1)C(=O)COc1ccccc1-c1ccccc1 (configuration not stated),-1.5,83,-13,4,4,-4,-3,-5,1,0
O=C(/C=C/c1cccs1)Nc1ccc(S(=O)(=O)Nc2ncccn2)cc1,-1.8,97,0,-41,3,-4,-1,0,-9,-5
O=C(CSc1c2c(nc3ccc(Cl)cc13)CCCC2)NCc1ccco1,-2.4,98,13,3,5,18,-5,5,11,6
COc1ccc(COC(=O)NNC(=O)c2ccccc2Cl)cc1,-1.2,103,-3,-14,3,7,4,-1,6,0
CNC(=S)N1N=C(c2ccc(C)cc2)CC1c1ccc(Cl)cc1 (configuration not stated),-1.1,101,-9,10,-2,7,4,-3,14,-2
C=CCc1c(C)nc(SC)nc1Nc1ccccc1,-0.8,87,-5,1,-1,-4,-6,-5,4,-1

# Screens deposited in PubChem BioAssay by several laboratories.

# Only part of the results is shown; rates above refer to the full screens.
